Source: PubChem BioAssay (National Center for Advancing Translational Sciences (NCATS))
ATXN2 expr inh – Primary qHTS for Inhibitors of ATXN expression. 360,000 tested, 0.72% active. HEK-293 ATXN2-luciferase reporter, luminescence, 24 h. Potency, µM (highest dose often 57 µM), for the others: at the highest dose activity change, negative = inhibition, actives largely listed as inhibitors; note: potency is the fitted concentration of half-maximal effect; % is set by controls: 0 for no effect and ±100 for the full control effect; nearly all actives have a fitted effect of over 55% in size
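qHTS (up to 57 uM final) was run with 24 h compound exposure of reporter cells at 37 °C. Each well was multiplexed: SteadyGlo luminescence measured ATXN2-luciferase expression after a fluorogenic Gly-Phe-AFC viability readout (25 uM final).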
Nrf2 block – Nrf2 qHTS screen for inhibitors; A549 ARE-Fluc reporter, luciferase luminescence, 18-24 h; Potency, µM (highest dose often 46 µM), for inactives: at the top dose activity change, negative = inhibition, actives largely listed as inhibitors; 360,000 tested, 2.1% active; AID 504444, 2011; note: potency is the fitted concentration of half-maximal effect; % is set by controls: 0 for no effect and ±100 for the full control effect; nearly all actives have a fitted effect of over 60% in size
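A549 ARE_Fluc cells, 5000/well, 5% FBS OPTI-MEM; compounds in dose-response, 18-24 h at 37 °C/5% CO2; CellTiter-Fluor viability read (Ex 405/Em 525), then BugLite luciferase luminescence = Nrf2 activity.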
EPAC2 ag – qHTS for Agonist of cAMP-regulated guanine nucleotide exchange factor 4 (EPAC2): primary screen; Rap guanine nucleotide exchange factor 4 (Homo sapiens), Q8WZA2; EPAC2 activation, biochemical qHTS; response scale: 100% = 6.5 mM cAMP response; Potency, µM (highest dose often 154 µM), without a hit: top-dose activation, hits mostly activators; 360,000 tested, 0.079% active; AID 720711, 2013; note: potency is the fitted concentration of half-maximal effect; nearly all actives have a fitted effect of over 50% in size
Target sequence (Q8WZA2 whole entry, looked up): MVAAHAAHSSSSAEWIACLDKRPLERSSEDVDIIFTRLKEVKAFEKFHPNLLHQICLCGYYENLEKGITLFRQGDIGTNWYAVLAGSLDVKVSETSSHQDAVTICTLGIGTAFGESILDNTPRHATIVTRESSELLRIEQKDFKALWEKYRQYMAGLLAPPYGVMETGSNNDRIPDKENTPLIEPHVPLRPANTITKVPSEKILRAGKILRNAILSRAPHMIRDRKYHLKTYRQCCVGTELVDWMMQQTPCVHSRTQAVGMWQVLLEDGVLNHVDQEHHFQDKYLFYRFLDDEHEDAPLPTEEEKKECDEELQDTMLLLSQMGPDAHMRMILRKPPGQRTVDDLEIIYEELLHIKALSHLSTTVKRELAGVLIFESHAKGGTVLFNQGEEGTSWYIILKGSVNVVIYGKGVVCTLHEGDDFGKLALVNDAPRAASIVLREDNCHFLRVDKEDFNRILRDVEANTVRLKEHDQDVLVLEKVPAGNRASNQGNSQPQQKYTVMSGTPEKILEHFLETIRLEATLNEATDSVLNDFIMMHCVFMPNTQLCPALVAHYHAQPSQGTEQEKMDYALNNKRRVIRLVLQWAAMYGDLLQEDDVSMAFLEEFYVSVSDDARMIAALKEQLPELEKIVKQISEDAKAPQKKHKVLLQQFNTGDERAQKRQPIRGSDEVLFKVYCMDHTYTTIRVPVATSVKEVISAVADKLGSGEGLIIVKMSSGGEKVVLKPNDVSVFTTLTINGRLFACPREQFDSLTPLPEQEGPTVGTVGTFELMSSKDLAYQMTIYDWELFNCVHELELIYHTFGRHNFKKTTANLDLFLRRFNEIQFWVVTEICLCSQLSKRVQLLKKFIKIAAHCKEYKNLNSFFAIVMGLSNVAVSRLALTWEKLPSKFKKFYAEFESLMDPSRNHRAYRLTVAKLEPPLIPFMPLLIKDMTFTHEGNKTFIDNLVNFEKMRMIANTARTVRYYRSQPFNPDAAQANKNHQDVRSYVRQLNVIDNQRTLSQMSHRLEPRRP
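In this primary screen, activation is scored as increased exchange of BODIPY-GDP from Rap1B by 100 nM EPAC2, with 50 uM GDP as competitor. Signal is normalized to the 6.5 mM cAMP agonist control.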
HepG2 tox – qHTS for Inhibitors of TGF-b: Cytotox Counterscreen | 410,000 tested, 0.76% active | Potency, µM (titrated, usually from 46.1 µM), inactives show at the highest dose activity change, negative = cytotoxicity, actives largely listed as cytotoxic | AID 588856, 2011 | HepG2 CAGA-GFP viability, ATP luminescence, 18 h; note: potency is the fitted concentration of half-maximal effect; some results filed as inactive show a strong effect at the top dose
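CellTiter-Glo luminescence gave cytotoxicity after 18 hours at 37 degrees C. The cells were HepG2 CAGA-GFP in 1% FBS DMEM, stimulated with 500 pg/mL TGF-beta after compound addition. %Activity was normalised to no-cell wells (complete cell-killing) and DMSO (no toxicity), and curves were fitted and classified.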
A549 tox – Nrf2 qHTS screen for inhibitors: counterscreen for cytotoxicity; A549 ARE-Fluc cells, CellTiter-Fluor viability, 18-24 h; AID 504648, 2011; Potency, µM (top dose mostly 46 µM), for inactives: top-dose activity change, negative = cytotoxicity, most hits filed as inhibitors; 390,000 tested, 0.16% active; note: potency is the fitted concentration of half-maximal effect; % is set by controls: 0 for no effect and ±100 for the full control effect
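A549 ARE-Fluc cells in 5% FBS OPTI-MEM, 5000 cells/well, rested 2 h then exposed to compounds in concentration-response for 18-24 h at 37 °C. Viability by CellTiter-Fluor fluorescence (Ex 405/Em 525) after 30 min; luciferase luminescence (BugLite, 15 min, RT) read afterwards.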
IL-2 act – qHTS of IL-2 Activators | IL-2 activation reporter assay, cell-based qHTS; stimulated with anti-CD3/CD4/CD28 beads; in transgenic mouse T cells | activation, % (series mostly up to about 46 µM) | 360,000 tested, 0.065% active; in the data active = activation above about 50%; inconclusive = mostly about 30% to 49%; note: 0% is about no effect
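First, unstimulated transgenic mouse T cells were exposed to compound for 60 min. Next, anti-CD3/anti-CD4-coated beads with anti-CD28 were added. Finally, after 18 h at 37 degrees C, EGFP and DsRed were imaged.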
Nrf2 activator – qHTS of Nrf2 Activators. AREc32 ARE-luciferase reporter (MCF7-derived line), luminescence, 24 h. Potency, µM (titrated, usually from 46.1 µM), without a hit: at the top dose activation, usual class: activators. 410,000 tested, 0.31% active; note: potency is the fitted concentration of half-maximal effect; % of control where 0% means no effect; nearly all actives have a fitted effect of over 65% in size
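AREc32 cells carrying an ARE-driven firefly luciferase, 1000 cells/well in OPTI-MEM with 5% FBS, dosed after overnight attachment and incubated 24 hr at 37 deg C. Steady-Glo luminescence read after 30 min at RT.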
S2 tox – Viability Counterscreen for Primary qHTS for Inhibitors of ATXN expression. Potency, µM (top dose mostly 56.7 µM), hits mostly cytotoxic. AID 651635, 2014. S2 cells (HEK-293 line with an ATXN2-luciferase reporter) viability, CellTiter-Fluor protease fluorescence, 24 h. 400,000 tested, 0.49% active; note: potency is the fitted concentration of half-maximal effect; nearly all actives have a fitted effect of over 40% in size
TGFb SMAD3 inh – qHTS for Inhibitors of TGF-b. AID 588855, 2011. HepG2 CAGA-GFP TGF-b/SMAD3 reporter, GFP fluorescence, 18 h; TGF-beta stimulated, 500 pg/mL final. Potency, µM (highest dose often 46.1 µM), without a hit: at the top dose activity, negative = inhibition, hits mostly inhibitors. 410,000 tested, 1.2% active; note: potency is the fitted concentration of half-maximal effect; % is set by controls: 0 for no effect and ±100 for the full control effect; nearly all actives have a fitted effect of over 65% in size
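Smad-responsive CAGA-GFP expression was quantified in HEPG2 cells exposed to compounds and 500 pg/mL final TGF-beta for 18 h at 37 degrees C; unstimulated wells defined full inhibition.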
Active calls of the source: *; i = inactive; ? = inconclusive; nt = no result given; & = joins results of further samples; [ ] = dose if it differs, or a comment. Unless noted, calls come from the whole dose curve; as a rule, active = well fitted curve in the direction sought with a large enough effect; inconclusive = small, poorly fitted or top-dose-only effect, or another doubt; inactive = no such curve, though single readings can be large; an effect the other way counts as inactive or inconclusive.

SMILES	ATXN2 expr inh	Nrf2 block	EPAC2 ag	HepG2 tox	A549 tox	IL-2 act	Nrf2 activator	S2 tox	TGFb SMAD3 inh
O=C(NCC1CC1)c1ccc2sc([C@@H]3O[C@H](CO)[C@H](O)[C@H](O)[C@H]3O)nc2c1	7%	nt	-4%	8%	nt	-0.3	-0.4%	i	1%
Cn1c(SCC(=O)Nc2cccc(S(=O)(=O)NC3=NCCCCC3)c2)nnc1-c1ccccc1	nt	3%	5%	-25%	-7%	-1.4	-0.9%	i	?
N#C/C(=N\Nc1ccc(Br)cc1)C(=N)N1CCOCC1	nt	-18%	4%	0%	-12%	-3.2	8.1%	?	-3%
O=C1C[C@@H]2c3c(cccc3CN1Cc1ccccc1Br)C[C@@H](O)[C@H]2O	-4%	-16%	1%	-2%&1%	0%	0.0	0.1%	i	-17%&1%
CC(C)NC(=S)N1CCN(S(=O)(=O)c2cccc(C(F)(F)F)c2)CC1	23%	-8%	2%	-5%	3%	0.2	0.1%	i	-4%
COC(=O)c1cc2occc2n1Cc1cccc(C)c1	-1%&10%	?	4%	-4%&-5%	11%&22%	-1.7	-0.7%&0.5%	i	-4%&-7%
CCC1(c2ccc(F)cc2)NC(=O)N(CC(=O)Nc2ccccc2Cl)C1=O (stereo not given)	2%	-21%	0%	-2%	-1%	5.9	1.7%	i	-14%
COC(=O)c1c(N)[nH]c(C(=O)c2ccccc2)c1-c1ccccc1Br	17%	nt	12%	nt	nt	-0.5	3.9%	?	nt
C=CCn1c(SCC(=O)c2c(N)n(C)c(=O)n(C)c2=O)nc2sc(C)c(C)c2c1=O	-8%	5%	11%	-37%	9%	-4.1	-0.6%	i	1%
O=C(Nc1ccc(Cl)cn1)c1ccccc1-c1ccccc1	nt	nt	16%	-14%	nt	0.1	-0.8%	i	-2%
COc1ccc(NC(=O)c2c(NC(=O)c3ccncc3)sc3c2CCC(C(C)(C)C)C3)cc1 (stereo not given)	0%	18µM*	nt	-5%	-15%	nt	1.5%	i	?
O=C(NCN1CCOCC1)c1cnccn1	-10%&18%	4%	10%	10%	-2%	-3.0	-0.6%	i	-2%
O=C(CCCc1ccccc1)NCc1ccc(F)cc1	-1%	1%	-4%	-20%	-1%	-0.4	0.2%	i	-10%
CN(c1ccccc1C(=O)Nc1cccnc1)S(C)(=O)=O	-9%	nt	2%	0%	3%	0.5	-0.9%	i	-12%
Cn1c(=O)n(C)c2cc(/C=N/NC(N)=S)ccc21	-10%	-12%	-6%	-15%	0%	0.4	8.4%	i	4%
CC(=O)Nc1ccc2c(c1)Cc1ccc(Cl)cc1-2	11%	9%	12%	-17%	-7%	1.2	17%	i	0%
CC(C(=O)NC1(C#N)CCCCC1)N(C)CC(=O)Nc1ccc(Cl)c(Cl)c1 (stereo not given)	nt	-23%	5%	-30%	-1%	0.9	4.2%	?	?
COc1ccc(C2NC(=S)NC(O)(C(F)(F)F)C2C(=O)c2cccs2)cc1 (stereo not given)	1%	-6%	4%	13%	2%	0.5	3.7%	i	0%
Cc1ccccc1N(CC(=O)NC(C)(C)C)C(=O)CS(=O)CC(=O)Nc1ccc2c(c1)OCO2 (stereo not given)	-4%	-29%	-3%	-10%	0%	-0.1	-0.8%	i	2%
COc1c(C(=O)NNC(=O)c2ccccc2)csc1Br	46%[activator]	?	0%	-17%	-5%	1.2	0.1%	?	7%
CCc1ccccc1NC(=O)N1CCc2c([nH]c3ccccc23)C1c1ccc(C)cc1 (stereo not given)	nt	?	nt	-57%	0%	nt	7.7%	nt	nt
O=[N+]([O-])/C(=C\Nc1ccc(F)cc1F)S(=O)(=O)c1ccccc1	nt	3%	-3%	7%	0%	-0.1	0.4%	i	-1%
C=CCSc1nc(C)c2cc(C)cc(C)c2n1	3%	7%	8%	-36%	2%	-0.2	4.2%	i	-5%
Cc1ccc(C(=O)Nc2cccc(NC(=O)c3ccc(C)o3)n2)o1	1%	2%	4%	3%	-2%	-1.4	-0.2%[9.22 µM]	i	-5%
C[C@@H]1CC[C@@]2(OC1)O[C@H]1C[C@H]3[C@@H]4CC=C5C[C@@H](O)[C@H](O)C[C@]5(C)C4CC[C@]3(C)[C@H]1[C@@H]2C (stereo not given in full)	nt	4%	-18%	-30%	15%	-0.6	2.1%	i	-6%

By substructure: the compounds so far containing a thiophene ring, fused or not.
SMILES	ATXN2 expr inh	Nrf2 block	EPAC2 ag	HepG2 tox	A549 tox	IL-2 act	Nrf2 activator	S2 tox	TGFb SMAD3 inh
C=CCn1c(SCC(=O)c2c(N)n(C)c(=O)n(C)c2=O)nc2sc(C)c(C)c2c1=O	-8%	5%	11%	-37%	9%	-4.1	-0.6%	i	1%
COc1ccc(NC(=O)c2c(NC(=O)c3ccncc3)sc3c2CCC(C(C)(C)C)C3)cc1 (stereo not given)	0%	18µM*	nt	-5%	-15%	nt	1.5%	i	?
COc1ccc(C2NC(=S)NC(O)(C(F)(F)F)C2C(=O)c2cccs2)cc1 (stereo not given)	1%	-6%	4%	13%	2%	0.5	3.7%	i	0%
COc1c(C(=O)NNC(=O)c2ccccc2)csc1Br	46%[activator]	?	0%	-17%	-5%	1.2	0.1%	?	7%

Carrying on:
SMILES	ATXN2 expr inh	Nrf2 block	EPAC2 ag	HepG2 tox	A549 tox	IL-2 act	Nrf2 activator	S2 tox	TGFb SMAD3 inh
CCc1ccc(C(=O)OCC(=O)NCC(F)(F)F)cc1	-18%	1%	-5%	3%	-1%	0.0	0.1%	i	16%
COc1ccc(-c2nc(CSc3nc4ncccc4[nH]3)c(C)o2)cc1OC	nt	-7%	nt	-43%	-7%	nt	6.6%	nt	?
Nc1cccc(B(O)O)c1	nt	17%	nt	6%	1%	nt	nt	nt	5%
O=C(COc1ccccc1Cl)Nc1ccccc1C(=O)N1CCOCC1	21%	25%	8%	11%	-12%	0.0	2.6%	i	-7%
CN1/C(=C/c2cccc[n+]2CCO)Sc2ccccc21	-10%	?	17%	-30%	4%	2.2	4.1%	i	-25%
O=C(CSc1nc2ccccc2c(=O)n1NC(=O)Cc1ccccc1)NCc1ccco1	8%	26%	2%	1%	-1%	-2.4	-0.8%	i	1%
O=C(Nc1ccccc1C(F)(F)F)n1ncc2cc(Cl)ccc21	-2%	19%	nt	-8%	18%	nt	2.6%	i	-13%
CCCCCCN1CCN(C2CN(Cc3cn(Cc4ccccc4)nn3)S(=O)(=O)C2)CC1 (stereo not given)	-1%	nt	8%	nt	nt	0.0	-0.1%	i	nt
CCOC(=O)CC1COc2ccccc2N1C(=O)c1ccc(F)cc1 (stereo not given)	21%	-26%	0%	11%	-1%	0.2	-0.7%	i	0%
CCOc1ccc(NC(=O)CN(C)C(=O)c2cccnc2Sc2ccc(C)c(C)c2)cc1OCC	9%	-15%	11%	-12%	-6%	-3.3	-0.1%	i	-17%
O=C(CCCN1C(=O)c2ccccc2C1=O)Nc1ccccc1C(=O)N1CCOCC1	2%	5%	0%	8%	-3%	-0.4	0.0%	i	19%
COc1ccc(CCn2c(S)nc3ccccc3c2=O)cc1	-3%	?	1%	-16%	3%	-4.7	-0.9%	i	1%
O=[N+]([O-])c1ccc(Cl)c(S(=O)(=O)Nc2cccc(-c3ccc(N4CCOCC4)nn3)c2)c1	34%[activator]	?	0%	-2%	0%	0.3	20%	i	-7%
CCOC(=O)CNc1c(-c2ccc(Cl)cc2)nc2cnccn12	12%	8%	9%	-3%	17%	-2.4	0.3%	nt	0%
CCOc1ccc(S(=O)(=O)N2CCCCC2)cc1NC(=O)C1CCCC1	nt	nt	-6%	-6%	nt	-2.4	-0.8%	?	7%
O=C1N=C(N2CCN(c3ccccc3)CC2)S/C1=C\c1cn[nH]c1-c1ccccc1	-10%	?	6%	-30%	-1%	1.0	2.3%	i	-8%
CCN(N=O)c1ccc(C=C2C=Cc3ccccc32)cc1	59%[activator]	?	0%	-28%	?	-5.3	6.4%	i	0%

Record cards, as listed above. Order of values: ATXN2 expr inh, Nrf2 block, EPAC2 ag, HepG2 tox, A549 tox, IL-2 act, Nrf2 activator, S2 tox, TGFb SMAD3 inh
Record of `CCOC(=O)CNc1c(-c2ccc(Cl)cc2)nc2cnccn12` : 12%, 8%, 9%, -3%, 17%, -2.4, 0.3%, nt, 0%
Record of `O=C1N=C(N2CCN(c3ccccc3)CC2)S/C1=C\c1cn[nH]c1-c1ccccc1` : -10%, ?, 6%, -30%, -1%, 1.0, 2.3%, i, -8%
